High-throughput results as filed in PubChem BioAssay.
FBW7 activator = human FBW7 E3 ligase activation, primary screen; 650,000 compounds, 0.13% hits; normalized activity (activation), % at 26.1 µM; AlphaScreen FBW7–phospho-cyclin E peptide binding, activator screen; in the data active = normalized activity above about 1.9%;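 note: purified mutant Fbw7 with reduced substrate affinity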
GPR151 ag = activates the human receptor GPR151. Q8TDV0. PathHunter beta-arrestin GPR151 cells, luminescence. activation, % at 11.2 µM. 650,000 compounds, 1% hits. AID 1508602; in the data active = activation above about 4.9%;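 note: 0% = median of compound wells and 100% = cells with positive control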
Target sequence (Q8TDV0 whole entry, looked up): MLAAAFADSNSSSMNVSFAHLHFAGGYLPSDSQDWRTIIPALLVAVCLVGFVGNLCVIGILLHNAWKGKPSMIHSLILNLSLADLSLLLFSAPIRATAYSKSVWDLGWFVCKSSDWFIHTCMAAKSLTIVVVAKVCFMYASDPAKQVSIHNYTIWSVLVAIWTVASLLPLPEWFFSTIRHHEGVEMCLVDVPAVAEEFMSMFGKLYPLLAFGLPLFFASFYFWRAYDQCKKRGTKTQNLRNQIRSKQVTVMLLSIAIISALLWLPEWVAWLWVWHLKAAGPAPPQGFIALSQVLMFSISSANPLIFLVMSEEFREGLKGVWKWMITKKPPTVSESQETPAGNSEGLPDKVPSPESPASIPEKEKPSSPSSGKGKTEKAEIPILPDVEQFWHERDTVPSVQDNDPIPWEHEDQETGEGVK
MITF primary = human MITF inhibition, primary screen; O75030; AlphaScreen MITF homodimerization, bead proximity signal; inhibition, % at 2.6 µM; 650,000 compounds, 0.91% hits; AID 1259374; in the data active = inhibition above about 50%;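 note: 0% = vehicle wells with protein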
TEAD-YAP inh = TEAD-YAP interaction inhibition; 640,000 compounds, 1.4% hits; HEK-TIYL cells, TEAD-Gal4/YAP UAS-luciferase luminescence; inhibition, % at 9.12 µM; in the data active = inhibition above about 32%;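 note: 0% = median of test compound wells and 100% = reference inhibitor wells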
* marks the source's active call; other numbers are inactive results; · = no result given.

SMILES | FBW7 activator | GPR151 ag | MITF primary | TEAD-YAP inh
COc1ccc(C(=O)Nc2cc(C(=O)NCC(C)C)ccc2N2CC3CC(C2)c2cccc(=O)n2C3)cc1 (configuration not stated) | 0.0 | 2.6 | -2 | -5
O=C(Nc1ccc(Oc2ccccc2)cc1)c1ccccc1I | 0.1 | 0.2 | 3 | -3
C/C(=N\NC(=O)C1CC1)c1cccnc1 | -0.1 | -0.3 | -8 | -4
COc1cc2nc(-c3ccc([N+](=O)[O-])cc3Cl)oc(=O)c2cc1OC | 0.1 | -0.1 | 9 | 2
O=C(CCCn1cnc([N+](=O)[O-])n1)Nc1cccc(C(F)(F)F)c1 | 0.6 | -1.1 | -3 | -8
O=C(c1cccs1)[C@H]1CCCN(C(=O)c2cc(C3CC3)[nH]n2)C1 | 0.2 | -0.8 | -17 | 5
CC(C)(C)c1ccc(C(=O)Nc2ccc(I)cc2)cc1 | 0.3 | -0.4 | 17 | 23
CCCCCn1c(SCC(=O)c2ccccc2)nc2cc(C(=O)NCc3ccccc3Cl)ccc2c1=O | 0.1 | 0.7 | 24 | -4
COc1ccc2c(c1)CCc1cnc(-n3ncc(C(=O)NCc4ccccn4)c3C)nc1-2 | -0.1 | -0.1 | 7 | -10
CCOC(=O)N1CCC(NCc2c(C(=O)O)c(C)n(Cc3ccc(F)cc3)c2C)CC1 | -0.1 | 0.6 | 32 | 10
Cc1[nH]c2ccccc2c1C(=O)C(=O)N1CCN(c2ccccc2F)CC1 | 0.0 | 3.5 | 19 | 17
Cc1ccc(S(=O)(=O)N2CCSC2c2ccc([N+](=O)[O-])cc2)c(C)c1 (configuration not stated) | -0.2 | -0.4 | -7 | 11
CNc1ccc2nnc(C(F)(F)F)n2n1 | -0.2 | 0.0 | 5 | -12
O=[N+]([O-])c1ccc(C2C=C(c3ccc(Cl)cc3Cl)Nc3nnnn32)cc1 (configuration not stated) | -0.1 | -1.3 | 15 | -3
CCOCCC(=O)Nc1nnc(COC)s1 | -0.1 | 0.1 | 0 | 11
CCc1ccc(C2CC(c3cc(OC)ccc3OC)n3ncnc3N2)cc1 (configuration not stated) | -0.1 | -2.2 | -7 | -7
Cc1cccc(-c2noc(-c3ccccc3C(=O)NCc3cccnc3)n2)c1 | -0.1 | -0.7 | 0 | 15
CC(C)c1ccc(-c2c(N3CCOCC3)c(=O)c2=O)cc1 | -0.1 | -0.6 | 2 | -1
CCOC(=O)c1c(NC(=O)C(C)Sc2nnc(CNC(=O)c3cc(OC)cc(OC)c3)n2C)sc2c1CCC2 (configuration not stated) | 0.0 | 1.0 | 0 | 1
Cc1ccccc1NC(=S)N(CCCN1CCCCC1)Cc1ccco1 | 0.0 | 0.2 | 5 | 2
C=CCOc1ccc(Cl)cc1/C=C1/C(=O)NN(c2ccccc2)C1=O | 0.1 | -0.5 | 5 | 0
COC1COC(=O)[C@H](OCc2ccccc2)/C=C/[C@@H](C)[C@H](OC)COC(=O)[C@@H]2CCCN2C(=O)C/C=C/[C@H]1C (some centres not stated) | 0.7 | -0.1 | -10 | ·
COc1cc(C2C(=O)N(C3CCC(C)CC3)CC(=O)N2Cc2ccc(C)cc2)ccc1OC(C)C (configuration not stated) | 0.2 | -0.3 | -6 | -6
COc1ccc(CC(=O)NCCc2csc3nc(-c4ccc(OC)cc4)nn23)cc1 | 0.1 | -0.4 | -3 | 1
CC(=O)NNc1nc(-c2ccccc2)c2cc(Cl)ccc2n1 | 0.1 | 0.7 | -7 | 10
CCOc1ccc(N2CC(CNS(=O)(=O)c3ccc(C)cc3)CC2=O)cc1 (configuration not stated) | -0.1 | 0.8 | 9 | 5
CC[C@H](C)[C@@H]1NC(=O)[C@@H]2C[C@H](NCc3nc4ccccc4s3)CN2C1=O | 0.1 | 1.5 | 3 | -3
CCCc1cc2nnc(SCC(=O)NCc3ccco3)n2c(N)n1 | -0.1 | 2.6 | 2 | -3
O=C(CNC(=O)Cc1ccccc1)N=Nc1c(O)[nH]c2ccccc12 | 0.0 | -0.6 | 6 | -5
COc1cccc(/C=C2\SC(=N)N(c3ccc4c(c3)OCO4)C2=O)c1OC | -0.1 | 0.3 | -3 | 0
O=C(NC(=S)Nc1cccc(-c2nc3cc(Cl)ccc3o2)c1)c1ccc(Cl)cc1 | 0.1 | 0.4 | 1 | -5
Cc1onc(-c2ccccc2)c1C(=O)Nc1cccc2nsnc12 | 0.4 | -1.4 | -2 | -4
COc1ccc(/C=C2/C(=O)N(c3ccc(Br)cc3)N=C2C)cc1OC | -0.1 | -0.5 | 0 | 3
O=C(CC1CCCCC1)NCc1nc(-c2ccccc2)no1 | -0.1 | 1.4 | -16 | 1
CC(=O)N1CCc2cc(Br)cc(S(=O)(=O)N(C)c3cccc(C)c3)c21 | -0.2 | -1.2 | 9 | 11
Cc1ccc(NS(=O)(=O)c2c(C)n[nH]c2C)c(C)c1 | 0.0 | -0.1 | -12 | 0
O=S(=O)(c1ccc2ccccc2c1)N1CCc2cc(Br)ccc21 | -0.1 | 2.7 | 4 | 3
COCCOC(=O)/C(C#N)=C/c1ccc(OC)c(OCc2ccccc2)c1 | 0.0 | 1.4 | 0 | -3
CN1CCN(c2ccc(-c3ncc(C(=O)NC4CCN(Cc5ccccc5)CC4)s3)cc2)CC1 | 0.2 | -0.5 | -1 | -1
COc1cccc(CC2(CO)CCN(Cc3cccn3-c3cccnc3)CC2)c1 | 0.1 | -0.8 | 14 | 6
CC(C)C(=O)Nc1cccc(C(=O)N2CCN(c3cccc(Cl)c3)CC2)c1 | -0.1 | 1.0 | -8 | -1
O=C(CCCN1C(=O)CCC1=O)Nc1ccc2c(c1)OCO2 | 0.0 | 0.0 | 2 | -2
COc1ccc(/C=C/C(=O)N(Cc2ccccc2)Cc2ccccc2)cc1 | -0.1 | -0.1 | -2 | 1
CCOC(=O)C(=NNc1nc2c([nH]1)c(=O)n(C)c(=O)n2C)C(=O)OCC | -0.1 | 1.3 | 23 | 1
Cc1nc(SCC(=O)Nc2ccc3c(c2)OCO3)c2c3c(sc2n1)CCC3 | 0.0 | -1.1 | -2 | 3
Nc1ncc(-c2cnc3ccccc3n2)c(-c2ccc(C(F)(F)F)nc2)n1 | 0.0 | -0.1 | 3 | -17
CCC(c1nnnn1CCOC)N1CCN(C2CCCC2)CC1 (configuration not stated) | 0.0 | -0.3 | 3 | 6
COc1ccc(NC(=S)N2CCN(S(=O)(=O)c3ccc(F)cc3)CC2)c(OC)c1 | 0.2 | 8.7* | 3 | 3
C=C(C)CNC(=S)N/N=C/c1cccc(OCC)c1O | -0.4 | -1.9 | 34 | -32
Cc1ccc2c(c1)cc(C)c1nn(CC(=O)N3CCC(C(N)=O)CC3)c(=O)n12 | 0.4 | 0.6 | 2 | 12

Other structures:
Sequence of screens – FBW7 activator	GPR151 ag	MITF primary	TEAD-YAP inh
O=C(Nc1nn[nH]n1)C12CC3CC(C1)CC(c1ccccc1)(C3)C2
→ 0.6	-2.0	53*	8
Cc1ccc(/C=C(/C#N)c2ccc(Br)cc2)o1
→ 0.1	-1.1	2	-10
N#C/C(=C\c1ccc(F)cc1)c1nc(-c2cc3ccccc3oc2=O)cs1
→ 0.0	0.8	-11	-9
O=[N+]([O-])c1ccc(N2CC=C(c3ccccc3)CC2)cc1
→ 0.1	3.7	8	-4
CC(C)n1cnc2c(NCCOc3ccccc3)nc(NCc3ccc4c(c3)OCO4)nc21
→ 0.0	-0.5	6	-9
CC(C)n1cnc2c(NC3CC3)nc(NCCN3CCOCC3)nc21
→ 0.0	0.0	0	10
COc1ccc(C(=O)Nc2cc3c(cc2C(=O)O)OCCO3)c(OC)c1
→ 0.0	-0.3	7	5
CN(CC(=O)Nc1cccc(F)c1)S(=O)(=O)c1ccc(Cl)cc1
→ 0.1	1.4	-8	0
C#Cc1ccc(C(=O)Nc2ccccc2NC(=O)CN2CCOCC2)cc1
→ 0.1	-0.5	-2	8
CC(C)c1ccc(NC(=O)N2CCNCC2)cc1
→ 0.0	0.5	-1	-8
CCCCOC(=O)C1=C(C)NC2=C(C(=O)CC(C)(C)C2)C1c1ccc(OC)c(OC)c1 (configuration not stated)
→ 0.5	-1.3	4	-7
Cc1c(C=Nc2ccc(Cl)cc2)c(O)n(C)c(=O)c1C#N
→ 0.0	0.4	6	3
COc1ccc2c(C)cc(=O)[nH]c2c1
→ 0.1	0.2	1	-1
Cc1ccc(Oc2ccc(N(C)C(=O)Nc3cccc(Cl)c3C)cc2)nn1
→ -0.1	-0.1	0	2
O=C(Cn1ncn2c(cc3sccc32)c1=O)NCc1ccccc1
→ 0.1	0.8	16	10
COc1ccc(OC)c(NC(=O)CN2CCC(c3nc4ccccc4[nH]3)CC2)c1
→ 0.2	1.8	14	-14
Cc1cccc(C)c1OCC(=O)NNC(=O)C1=NN(C2CCS(=O)(=O)C2)C(=O)CC1 (configuration not stated)
→ -0.1	-0.1	3	0
Cc1cc(C(=O)COC(=O)Cc2coc3cc4c(cc23)CCC4)c(C)n1C
→ 0.0	-1.2	1	1
CC(=O)Nc1ccc(NC(=O)CC2Nc3cccc4cccc(c34)NC2=O)cc1 (configuration not stated)
→ -0.3	0.6	-3	-2
C=CCNC(=O)c1cc(-c2ccc(Cl)cc2)on1
→ -0.1	1.6	8	-62
CC(C)N1CCN(Cc2cc(F)ccc2-n2cccn2)CC1CCO (configuration not stated)
→ -0.2	0.3	-5	4
CCCCC(=O)N/N=C1\CC(C)Cc2cc(OC)ccc21 (configuration not stated)
→ 0.1	0.8	13	-8
CC1CCc2c(sc(N)c2C(=O)Nc2ccc(Br)cc2)C1 (configuration not stated)
→ 0.1	0.7	8	4
COC(=O)C1=CN(Cc2ccc(F)cc2)C=C(C(=O)OC)C1c1cc(Br)c(O)c(OC)c1
→ 0.0	-0.2	9	3
Cc1onc(-c2ccccc2)c1C(=O)Nc1cccc([N+](=O)[O-])c1C
→ -0.1	0.2	-23	5
Cc1nc2c(Cl)cc(Cl)cc2[nH]1
→ -0.1	-0.3	8	3
COc1ccc(CN2C3CCC2CC(NC(=O)Nc2ccc(F)cc2)C3)cc1 (configuration not stated)
→ 0.1	0.6	0	9
Cc1[nH]c2ccc(Br)cc2c1CC(=O)NNS(=O)(=O)c1ccccc1
→ 0.3	-0.9	20	11
Cc1ccc(NC(=O)C(=O)NN=C2CCCC2)cc1
→ -0.1	2.2	-11	-2
NC(=O)C1CCN(C2CCN(C(=O)c3ccc(CNc4nc(=S)[nH]c5ccccc45)cc3)CC2)CC1
→ 0.1	3.8	9	8
CC1=C(C(=O)Nc2ccc(Br)cn2)C(c2ccsc2)C2=C(CC(C)(C)CC2=O)N1 (configuration not stated)
→ 0.2	1.2	0	52*
CCCn1cnc2sc(C(=O)Nc3ccccc3F)c(C)c2c1=O
→ 0.0	0.0	9	-1
Cc1noc(C)c1CC1(C)C(=O)Nc2ccc(-c3cccnc3)cc21 (configuration not stated)
→ -0.3	-1.1	17	7
